S100A4 inh HTS: blocks human S100A4 binding to myosin IIA peptide; P26447; S100A4/TAMRA-MyoIIA peptide fluorescence polarization; inhibition, % at 10.7 µM; 360,000 compounds, 0.14% hits;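 active = mean inhibition of at least 70% across replicates, with every replicate also reaching that level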
Target sequence (P26447 whole entry, looked up): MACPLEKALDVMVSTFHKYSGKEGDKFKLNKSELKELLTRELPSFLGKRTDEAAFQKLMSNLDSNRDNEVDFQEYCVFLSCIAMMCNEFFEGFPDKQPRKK
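Test system – S100A4 monomer (human) · Compound – single-point compound testing · Schedule – 5 min incubation before reading · Probe or stimulus – TAMRA-labelled myosin IIA heavy-chain peptide probe, 5 nM · Benchmarks – neutral control DMSO, positive control TFP · Medium – Calcium-containing HEPES buffer, pH 7.2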
esBAF inh: inhibitors of esBAF chromatin remodeling in mouse ES cells; Bmi1-luciferase knock-in reporter, 24 h; 100% = twice the neutral-well signal; reporter increase, % at 12.5 µM; 350,000 compounds, 2% hits; in the data active = activation above about 40%;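 note: 0% = median of the plate's neutral control wells and 100% = double that signal; a rise in the Bmi1 reporter signal indicates esBAF inhibition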
LGR2 antag: blocks bursicon-induced cAMP signaling via Drosophila LGR2 | 380,000 compounds, 0.35% hits | inhibition, % at 9.99 µM | HEK293 LGR2, CRE-luciferase, bursicon-stimulated, 4 h;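 active = drop in luminescence signal, shown as inhibition above about 50% in the replicate tests, limit read from the data, passing the limit was not always enough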;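 note: agonist challenge used bursicon conditioned medium at about half maximal strength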
Statin myotox sup: suppressors of simvastatin-induced myotoxicity in C2C12 myotubes; ATP luminescence, 48 h; scaled: DMSO 0, geranylgeraniol control 100; rescue of ATP level, % at 7.49 µM; 330,000 compounds, 0.78% hits; AID 602340;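 active = mean ATP rescue above about 67%, or every replicate alone reaching that limit, limit read from the data, passing the limit was not always enough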;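 note: myotubes were challenged with 10 µM simvastatin during compound exposure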
SIRT5 block: blocks human SIRT5 desuccinylation of peptide; AID 652115; Purified SirT5, succinyl-peptide AMC, trypsin-coupled fluorescence; Q9NXA8; inhibition, % at 15 µM; 330,000 compounds, 1.1% hits; in the data active = inhibition above about 15%
Target sequence (Q9NXA8 whole entry, looked up): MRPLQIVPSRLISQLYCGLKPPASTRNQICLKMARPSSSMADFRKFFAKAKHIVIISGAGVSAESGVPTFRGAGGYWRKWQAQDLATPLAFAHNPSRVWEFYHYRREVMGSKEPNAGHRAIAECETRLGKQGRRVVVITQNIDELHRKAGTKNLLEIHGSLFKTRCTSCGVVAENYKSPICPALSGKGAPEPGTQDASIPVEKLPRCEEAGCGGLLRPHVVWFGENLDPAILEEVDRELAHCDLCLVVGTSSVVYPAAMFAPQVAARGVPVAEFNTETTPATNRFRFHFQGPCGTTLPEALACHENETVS
CASP6 VEID inh: inhibitors of human caspase-6 | 350,000 compounds, 0.53% hits | inhibition, % at 12.5 µM | P55212 | purified caspase-6, Z-VEID-R110 cleavage fluorescence;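 active = mean inhibition across replicates at least about 35%, with every replicate also reaching that limit, limit read from the data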;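 note: 0% = median of neutral control wells and 100% = no fluorescence left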
Target sequence (P55212 24-179 limits assumed): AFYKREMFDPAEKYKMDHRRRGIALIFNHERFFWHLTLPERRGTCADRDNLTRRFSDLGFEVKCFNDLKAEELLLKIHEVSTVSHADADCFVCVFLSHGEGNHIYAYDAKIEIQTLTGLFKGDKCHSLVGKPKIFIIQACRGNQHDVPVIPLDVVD
Target sequence (P55212 194-293 limits assumed): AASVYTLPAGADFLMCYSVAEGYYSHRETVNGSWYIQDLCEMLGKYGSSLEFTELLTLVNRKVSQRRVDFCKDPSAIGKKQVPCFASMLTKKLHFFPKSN
FN deposition inh: fibronectin deposition inhibition; AH1F fibroblasts, Alexa488-fibronectin deposition fluorescence, overnight; AID 743247; 350,000 compounds, 0.086% hits; inhibition, % at 12.6 µM;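 active = mean inhibition across replicates of 30% or more, regardless of how many single replicates reach that level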;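 note: positive control wells lacked labelled fibronectin entirely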
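Assay system: AH1F fibroblasts assembling fluorescent fibronectin matrix; Amount: 10000 AH1F cells per well; Buffer or medium: DMEM, 2% serum; Probe or stimulus: Alexa488-fibronectin, 24 nM final in well; Doses: single compound dose, delivered by pin transfer; Incubation: 1 h adhesion, overnight exposure; Measured by: fluorescence 485/525 nm; Read-out: fibronectin deposition inhibition.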
Numbers without * were called inactive; nt = no result given; & = joins results of further samples. Not all compounds are listed; the hit share may differ from the screen's.

No.	mol	S100A4 inh HTS	esBAF inh	LGR2 antag	Statin myotox sup
1	O=C([C@@H]1N[C@@H]2c3ccc(C4=CCCC4)c(=O)n3C[C@@H]2[C@H]1CO)N1CCc2ccccc2C1	1.1	-3.7	-10.8	4.9
2	C[C@@H]1CN([C@H](C)CO)C(=O)c2cc(NC(=O)C3CCCCC3)ccc2O[C@@H]1CN(C)Cc1ccc(C(F)(F)F)cc1	8.4&1.7	-4.2&3.2	-10.0&2.7	-0.2
3	O=C(NCCN1CCOCC1)c1ccccc1N1C(=O)[C@@H]2Cc3c([nH]c4ccccc34)C(c3ccccc3)N2C1=O (stereo not given in full)	2.7	16.1	-14.0	-3.1
4	CC(=O)c1c(C)[nH]c(C(=O)OCc2c(F)cccc2Cl)c1C	-3.3	12.2	-6.4	-2.3
5	O=C(CO/N=C/c1cccc([N+](=O)[O-])c1)Nc1ccc2ccccc2c1	nt	14.5	nt	9.3
6	O=C(NCc1ccc(C(F)(F)F)cc1)C1CC(c2ccc(C(F)(F)F)cc2)=NO1 (stereo not given)	7.6	-10.9	4.1	-9.6
7	COc1ccc(NC(=O)[C@@H]2CC=C[C@@H]3CCN(Cc4ccc(Cl)c(Cl)c4)C(=O)[C@@H]32)cc1	1.4	-5.6	9.1	12.8
8	CC(C)CN1CCC(CNC(=O)CCc2nnc(Cc3c[nH]c4ccccc34)o2)CC1	-74.8	nt	-1.5	nt
9	O=C(Nc1cnn(Cc2ccc(Cl)cc2)c1)C1CCCC1	nt	0.6	-7.9	3.7
10	COc1ccc(NS(=O)(=O)c2cc(NC(=O)c3cnccn3)ccc2OC)cc1Br	1.2	0.2	3.0	-1.9
11	C[C@H](CO)N1C[C@H](C)[C@@H](CN(C)C(=O)Nc2ccc(F)cc2)Oc2ccc(NC(=O)C3CC3)cc2CC1=O	-6.2	-5.1	-3.0	-12.2
12	COc1ccc(S(=O)(=O)N(CC(=O)NCc2ccccn2)Cc2ccccc2)cc1	-0.8	-6.2	-2.0	-2.4
13	N=c1n(CC(=O)c2ccc(Br)s2)c2ccccc2n1Cc1ccccc1	4.1	18.8	31.6	-111.7
14	C[C@H]1CN([C@@H](C)CO)C(=O)Cc2cc(NC(=O)C3CCCCC3)ccc2O[C@@H]1CN(C)C(=O)Nc1ccc(F)cc1	3.4	-5.2	8.1	-2.4
15	O=C(Nc1ccc(SC(F)(F)F)cc1)c1ccccn1	4.3	-21.2	24.3	-16.8

No.	SIRT5 block	CASP6 VEID inh	FN deposition inh
1	2.7	0.1	nt
2	10.0&3.6	-0.5&0.2	-7.1
3	0.6	-3.2	nt
4	-7.4	-3.1	0.7
5	nt	nt	14.6
6	nt	nt	5.6
7	0.6	0.4	nt
8	-4.4	-13.2	-7.4
9	nt	nt	6.1
10	3.0	nt	7.3
11	3.9	0.2	nt
12	-2.8	-0.3	-9.3
13	2.2	7.8	2.0
14	-7.0	0.5	-3.7
15	0.9	0.0	-7.7

New compounds follow:
No.	mol	S100A4 inh HTS	esBAF inh	LGR2 antag	Statin myotox sup
16	CCOC(=O)C1=C[C@@H](C(C)(C)C)N(S(=O)(=O)c2ccc([N+](=O)[O-])cc2)[C@H]1c1ccccc1Cl	1.2	nt	0.7	nt
17	CS(=O)(=O)c1ccc(-c2sc3cc4c(cc3c2C(=O)NN2CCOCC2)OCO4)cc1	3.3	nt	-10.4	nt
18	CN1CCN(C(=O)C[C@@H]2CC[C@@H]3[C@H](COC[C@H](O)CN3C(=O)Nc3ccc(F)cc3)O2)CC1	3.9	0.4	-6.4	-2.2
19	O=C(/C=C/c1cccs1)NC1CCS(=O)(=O)C1 (stereo not given)	-12.2	nt	4.8	nt
20	O=C(COc1ccc(-c2nnco2)cc1)Nc1c(Cl)cccc1C(F)(F)F	-5.9	nt	3.0	12.7
21	O=c1[nH]c(/C=C\c2cccs2)nc(O)c1[N+](=O)[O-]	9.7	-1.4	7.3	2.6
22	COc1ccc2c3c([nH]c2c1)[C@@H](CO)N(C(=O)c1cccc(F)c1)CC31CCN(C(=O)CC2CC2)CC1	-1.8	nt	-14.6	nt
23	CCOC(=O)c1c(C)[nH]c(C(=O)OCCOc2ccccc2C)c1C	-1.9	26.1	-113.4	-11.7
24	O=C(N[C@H]1CC[C@@H](CCNS(=O)(=O)c2cccc(Cl)c2)O[C@@H]1CO)c1ccncc1	-1.2	0.8	1.4	11.5
25	Cc1ccc(S(=O)(=O)NCCC(=O)N2CCN(Cc3ccccc3)CC2)cc1	nt	1.3	-4.2	-3.4
26	CC(O)(c1cccc(F)c1)c1nc(-c2ccoc2)cs1 (stereo not given)	-7.9	1.4	2.9	-6.9
27	C[C@H]1CN([C@@H](C)CO)S(=O)(=O)c2ccc(C#CCC3CCCC3)cc2O[C@H]1CN(C)C(=O)c1cnccn1	2.8	5.8	17.0	54.8
28	COCc1cc(C)nc(N2CCN(c3ccccc3)CC2)c1C#N	nt	-2.7	nt	-1.9
29	CCN(C[C@H]1N[C@@](Cc2ccccc2)(C(=O)OC)[C@H]2C(=O)N(C)C(=O)[C@@H]12)C(=O)C1CCCCC1	-2.2	0.9	15.4	-10.0
30	CCOC(=O)C1=C(C)N=C2SC(C(=O)OC)=CC(=O)N2C1c1cccc(OC)c1 (stereo not given)	nt	-7.5	11.4	0.6

No.	SIRT5 block	CASP6 VEID inh	FN deposition inh
16	-0.3	1.8	-6.2
17	nt	0.5	12.3
18	0.9	0.3	-6.0
19	1.3	0.5	-3.1
20	-3.7	2.8	-3.7
21	6.5	21.6	5.3
22	9.1	1.4	nt
23	-2.4	-2.1	-3.1
24	3.6	-1.6	-11.0
25	nt	nt	nt
26	-3.7	4.1	-17.3
27	3.8	-1.6	-9.6
28	nt	nt	-1.9
29	nt	-0.5	-2.6
30	nt	nt	-10.4

The list goes on.
No.	mol	S100A4 inh HTS	esBAF inh	LGR2 antag	Statin myotox sup
31	C[C@@H]1CN([C@H](C)CO)C(=O)c2cc(NS(=O)(=O)c3ccccc3)ccc2O[C@@H]1CN(C)Cc1ccc(C(=O)O)cc1	-4.4	0.4	-7.0	nt
32	COCC(=O)N1CC2(C1)[C@@H](c1ccccc1)[C@H](CO)N2C(=O)c1cccnc1	-5.4	nt	23.7	nt
33	Cc1ccc(S(=O)(=O)Nc2ccc3c(c2)C(=O)N([C@H](C)CO)C[C@@H](C)[C@@H](CN(C)C)OCCCC[C@H](C)O3)cc1	2.3	-3.1	4.6	-35.7
34	O=C(N1CCCCC1)[C@@]1(Cc2ccccc2)COC(c2ccc(OCCCO)cc2)=N1	0.4	nt	nt	nt
35	COc1cccc2cc(NC(=O)C3CCCCC3)c(=O)oc12	nt	22.9	-50.5	-16.0
36	Cc1ccc(CNC(=O)c2cc(C3CC3)nc3c2cnn3C(C)C)cc1	-1.5	3.3	-7.6	-13.6
37	COc1cnn(-c2ccc(C)cc2)c(=O)c1Cl	0.4	25.2	nt	2.7
38	N#C[C@H]1[C@@H](c2ccc(C#CC3CCCCC3)cc2)[C@@H](CO)N1S(=O)(=O)Cc1ccccc1	-43.9	nt	3.1	nt
39	CCCC(=O)N1CCC2(CC1)CN(Cc1ccccc1F)[C@@H](CO)c1c2c2ccc(OC)cc2n1C	1.9	nt	-14.4	nt
40	COc1ccc(Br)c(C(=O)NCCC(C)C)c1	-10.2	nt	nt	nt
41	Cc1cccc(Cn2ccc(NC(=O)c3cccnc3)n2)c1	3.7	0.5	19.1	9.2
42	CC(C)NC(=O)N(C)C[C@H]1Oc2cc(C#CC(C)(C)O)ccc2S(=O)(=O)N([C@H](C)CO)C[C@H]1C	-7.0	-2.5	-3.9	-8.9
43	CCc1ccc(OCC(=O)NCCOc2ccccc2)cc1	nt	-4.6	-40.0	21.9
44	C[C@H](CO)N1C[C@H](C)[C@H](CN(C)Cc2ccncc2)Oc2ccc(NS(=O)(=O)c3ccccc3)cc2C1=O	-1.4	8.0	4.8	-11.8
45	COc1cc(CC(=O)Nc2ncc(C)s2)cc(OC)c1OC	nt	-15.2	nt	-2.7

No.	SIRT5 block	CASP6 VEID inh	FN deposition inh
31	-3.9	-2.6	nt
32	-5.8	3.6	nt
33	5.4	1.4	0.2
34	2.3	0.5	nt
35	nt	nt	-14.9
36	-1.1	-0.4	2.9
37	-1.8	-3.8	1.4
38	0.7	1.4	1.8
39	3.0	-2.9	nt
40	-3.2	2.5	4.9
41	-0.1	-1.2	-17.2
42	-2.7	-3.2	-1.4
43	nt	nt	nt
44	-1.8	0.1	-7.4
45	nt	nt	6.6

(next part)
No.	mol	S100A4 inh HTS	esBAF inh	LGR2 antag	Statin myotox sup
46	CC1CCCCN1C(=O)c1cc(S(=O)(=O)N2CCCCC2)c[nH]1 (stereo not given)	-6.8	0.9	-18.2	1.5
47	Cc1ccc(S(=O)(=O)NC(Cc2ccc(Cl)cc2)C(=O)O)cc1 (stereo not given)	-0.3	-8.4	4.7	-0.2
48	COc1cc(CNC2CCCC2)c(Br)cc1OCc1ccccc1	-3.7	-6.8	-44.8	-13.4
49	Cn1cnc(CCNC(=O)C[C@@H]2CC[C@H]3[C@@H](COC[C@@H](O)CN3C(=O)Nc3ccc(C(F)(F)F)cc3)O2)c1	6.5	-1.3	-11.5	-0.1
50	Cc1ccc([C@@H]2C[C@H]3[C@@H](CN2S(=O)(=O)c2ccc(Cl)cc2)C(=O)C[C@@H](c2cccc(Cl)c2)N3S(=O)(=O)c2ccc(C)cc2)cc1	1.3	4.4	7.1	0.0
51	Cc1cc(C(=O)Nc2cccc3c2O[C@@H](CN(C)S(=O)(=O)c2ccc(Cl)cc2)[C@@H](C)CN([C@@H](C)CO)C3=O)n(C)n1	-38.5	-1.2	-23.0	-22.5
52	CC(=O)C1=C(C)Nc2ncnn2C1c1cccc(Br)c1 (stereo not given)	1.2	-3.8	-2.8	6.8
53	COc1ccccc1C#Cc1ccc([C@@H]2[C@@H](CO)N3CCCCN(C(=O)C4CCC4)C[C@@H]23)cc1	-9.0	20.1	23.4	4.7
54	COc1cc(/C=N/NC(=O)CCC(=O)Nc2ccc(Br)cc2)ccc1O	-0.1	4.3	-0.6	5.1
55	O=C(c1noc2c1CCCC2)N1CCN(Cc2ccccc2)CC1	4.6	nt	7.7	nt
56	C[C@H]1COC(=O)[C@@H](Cc2ccc(F)cc2)C/C=C\C[C@@H](CC(=O)NCCO)C(=O)N1	2.5	-2.8	-2.6	6.1
57	O=C(Nc1ccc(S(=O)(=O)N2CCN(c3ccccc3)CC2)cc1)c1cccs1	-0.5	nt	0.5	nt

No.	SIRT5 block	CASP6 VEID inh	FN deposition inh
46	-1.8	0.8	nt
47	5.5	-0.8	0.7
48	-2.9	1.6	-3.0
49	-1.2	-2.7	-1.0
50	-5.0	-2.9	nt
51	0.4	1.2	nt
52	0.6	3.2	0.3
53	3.6	-0.1	11.5
54	-2.1	-3.2	nt
55	0.7	0.8	nt
56	-4.4	-2.0	4.7
57	-4.4	5.9	nt

Reformatted with values under each structure: part of the list above.
Every second line gives: S100A4 inh HTS, esBAF inh, LGR2 antag, Statin myotox sup, SIRT5 block, CASP6 VEID inh, FN deposition inh
53	COc1ccccc1C#Cc1ccc([C@@H]2[C@@H](CO)N3CCCCN(C(=O)C4CCC4)C[C@@H]23)cc1
→ -9.0, 20.1, 23.4, 4.7, 3.6, -0.1, 11.5
54	COc1cc(/C=N/NC(=O)CCC(=O)Nc2ccc(Br)cc2)ccc1O
→ -0.1, 4.3, -0.6, 5.1, -2.1, -3.2, nt
55	O=C(c1noc2c1CCCC2)N1CCN(Cc2ccccc2)CC1
→ 4.6, nt, 7.7, nt, 0.7, 0.8, nt

Assay outcomes: PubChem BioAssay, Broad Institute
